HTRA1 inhibitor: inhibitors of human serine peptidase HTRA1. Q92743. recombinant HTRA1, FP-rhodamine activity-based probe, fluorescence polarization. inhibition, % at 5.96 µM. 340,000 compounds, 0.5% hits. AID 504803; in the data active = inhibition above about 36%;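 also: 0% = enzyme with DMSO and 100% = wells lacking enzyme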
Target sequence (Q92743 whole entry, looked up): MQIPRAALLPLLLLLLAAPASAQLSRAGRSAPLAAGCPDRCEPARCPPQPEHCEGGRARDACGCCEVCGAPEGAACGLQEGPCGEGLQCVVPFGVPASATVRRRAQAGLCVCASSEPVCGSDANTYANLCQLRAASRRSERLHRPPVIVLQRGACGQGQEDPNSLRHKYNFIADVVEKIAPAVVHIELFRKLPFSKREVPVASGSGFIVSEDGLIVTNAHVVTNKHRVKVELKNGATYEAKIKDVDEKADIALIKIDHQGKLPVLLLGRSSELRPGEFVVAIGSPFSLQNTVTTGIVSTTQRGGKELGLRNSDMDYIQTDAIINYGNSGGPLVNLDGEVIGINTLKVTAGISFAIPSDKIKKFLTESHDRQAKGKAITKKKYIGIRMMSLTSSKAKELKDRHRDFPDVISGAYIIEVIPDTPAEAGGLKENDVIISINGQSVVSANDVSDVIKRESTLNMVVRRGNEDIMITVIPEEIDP
Active calls of the source: *. The list is partial. The share of hits here may be higher or lower than overall.

`C[C@]1(C(=O)NCCCNc2ncc(C(F)(F)F)cc2Cl)C=C[C@@H](Cc2ccccc2)N1C(=O)c1ccccc1` gave HTRA1 inhibitor -43.5.
C#CCOCCOCCOCCNc1nc(N2CCN(C(=O)[C@H](CCC(=O)O)n3cc(C(N)CC(C)C)nn3)CC2)nc(N2CCN(C(=O)[C@H](Cc3ccc(O)cc3)n3cc(C(N)CC(C)C)nn3)CC2)n1 (stereo partly specified) was read as HTRA1 inhibitor 1.9.
For Cc1ccc2nc(N3C(=O)C(O)=C(C(=O)c4cc5ccccc5o4)C3c3cccs3)sc2c1 (stereo unspecified) the results were HTRA1 inhibitor -36.4.
`Clc1cccc(Cl)c1/C=C/c1nc2ccccc2[nH]1` gave HTRA1 inhibitor -46.3.
`Cc1ccccc1Cn1nc(C)c(NC(=O)c2cc(-c3cccs3)on2)c1C` gave HTRA1 inhibitor -15.8.
Cc1ccc(CC(=O)Nc2cc(C)on2)cc1 was read as HTRA1 inhibitor 0.3.
Screening O=C(O)CCN1C(=O)/C(=C\c2ccc(-c3nc4ccccc4s3)o2)SC1=S returned HTRA1 inhibitor 6.8.
For COc1ccc(NC(=S)NC(NC(=O)CCl)C(Cl)(Cl)Cl)c([N+](=O)[O-])c1 (stereo unspecified) the results were HTRA1 inhibitor 41.8*.
For COc1ccc(C2NC(=O)NC3=C2CCc2ccccc23)cc1 (stereo unspecified) the results were HTRA1 inhibitor 7.4.
For CCc1cc(=O)[nH]c(SC/C=C/c2ccccc2)n1 the results were HTRA1 inhibitor -3.0.
O=C(C[C@H]1C/C=C\C[C@H](NC(=O)OCC2c3ccccc3-c3ccccc32)C(=O)OC[C@@H]2CCCN2C1=O)N[C@H](CO)Cc1ccccc1 was read as HTRA1 inhibitor -2.8.
Screening CCOc1ccc(OCC(=O)Nc2nccs2)cc1 returned HTRA1 inhibitor 4.8.
COC(=O)c1c(NC(=O)CC2Nc3cc(C)c(C)cc3NC2=O)sc(C)c1C (stereo unspecified) was read as HTRA1 inhibitor -4.0.
O=C1/C(=C/c2ccc3c(c2)OCO3)Oc2cc(OCC(=O)N3CC(O)C[C@H]3C(=O)O)ccc21 (stereo partly specified) was read as HTRA1 inhibitor -8.0.
N#Cc1cccnc1N1CCN(C(=O)c2cccc3c2C(=O)c2ccc(-c4ccc(Cl)c(C(F)(F)F)c4)cc2S3(=O)=O)CC1 was read as HTRA1 inhibitor -1.6.
`COc1ccc(C2/C=C\CC(NC(=O)OCC3c4ccccc4-c4ccccc43)CC(=O)N2Cc2ccccc2F)cc1` (stereo unspecified) gave HTRA1 inhibitor -27.0.
Screening Cc1ccc(C(=O)COC(=O)C2CCC2)cc1 returned HTRA1 inhibitor 2.1.
`Cc1c(C(=O)OCCOC(C)C)[nH]c2c1C(=O)CC(c1ccco1)C2` (stereo unspecified) gave HTRA1 inhibitor -0.7.
`COC(=O)C1CCN(C(=O)COC(=O)c2cc(-c3ccccc3)nc3ccc(OC)cc23)CC1` gave HTRA1 inhibitor -13.1.
Screening CC1CC(C)CN(C(=O)c2ccc3c(c2)N(Cc2ccccc2)CCS3)C1 (stereo unspecified) returned HTRA1 inhibitor -9.7.
For COc1cc2c3nnc(-c4ccc(F)cc4)c-3cn(Cc3cccc(F)c3)c2cc1OC the results were HTRA1 inhibitor -10.7.
For CCc1cc2c(N3CCN(c4nnc(CC)s4)CC3)ncnc2s1 the results were HTRA1 inhibitor 8.3.
Screening O=C(c1cnc2n(c1=O)CCS2)N1CCN(C(c2ccccc2)c2ccc(Cl)cc2)CC1 (stereo unspecified) returned HTRA1 inhibitor -8.1.
COc1ccc(N2CCN(C(=O)COc3ccc4c(C)c(C)c(=O)oc4c3C)CC2)cc1 was read as HTRA1 inhibitor 1.0.
`CCOc1ccc(-c2nc(CSCC(=O)NC3CC3)c(C)o2)cc1` gave HTRA1 inhibitor -3.3.
For CN1CCc2c(sc(NC(=O)c3ccc(S(=O)(=O)N4CCOCC4)cc3)c2C(N)=O)C1 the results were HTRA1 inhibitor -6.2.
C#CCOCCOCCOCCNc1nc(N2CCN(C(=O)[C@H](Cc3cc4ccccc4[nH]3)n3cc([C@@H](N)CC(C)C)nn3)CC2)nc(N2CCN(C(=O)[C@H](Cc3cc4ccccc4[nH]3)n3cc([C@@H](N)CC(C)C)nn3)CC2)n1 was read as HTRA1 inhibitor 9.7.
`COc1cc(C2C=C(c3cccs3)Nc3ncnn32)cc(OC)c1OC` (stereo unspecified) gave HTRA1 inhibitor -0.8.
For C/C(=N\Nc1cccc(C(=O)O)c1)c1ccc2c(c1)Nc1ccccc1S2 the results were HTRA1 inhibitor 15.8.
CC(C)(C)c1nn(-c2ccccc2)c2nc(Cl)c(C=O)cc12 was read as HTRA1 inhibitor -8.0.

As a working copy, some entries already given:
`Cc1c(C(=O)OCCOC(C)C)[nH]c2c1C(=O)CC(c1ccco1)C2` (stereo unspecified) gave HTRA1 inhibitor -0.7.
`COC(=O)C1CCN(C(=O)COC(=O)c2cc(-c3ccccc3)nc3ccc(OC)cc23)CC1` gave HTRA1 inhibitor -13.1.
Screening CC1CC(C)CN(C(=O)c2ccc3c(c2)N(Cc2ccccc2)CCS3)C1 (stereo unspecified) returned HTRA1 inhibitor -9.7.
For COc1cc2c3nnc(-c4ccc(F)cc4)c-3cn(Cc3cccc(F)c3)c2cc1OC the results were HTRA1 inhibitor -10.7.

(listing goes on)
CCCC(=O)Nc1nnc(S(=O)(=O)N(C)Cc2ccco2)s1 was read as HTRA1 inhibitor -0.3.
CC(=O)N1CCc2cc(S(=O)(=O)CCC(=O)N3CCN(C(=O)c4ccco4)CC3)ccc21 was read as HTRA1 inhibitor 5.8.
Screening CCn1c(SCC(=O)Nc2nc3ccc(C)cc3s2)nc2c(c1=O)SC(C)C2 (stereo unspecified) returned HTRA1 inhibitor -6.6.
Screening CCN(CC)CCCN(C(=O)c1cccs1)c1nc(-c2ccc(OC)cc2)cs1 returned HTRA1 inhibitor -5.9.
CCCCCn1c(=N)c(S(=O)(=O)c2ccc(Cl)cc2)cc2c(=O)n3cccc(C)c3nc21 was read as HTRA1 inhibitor 5.0.
`COc1ccc(/C=C/C(=O)c2cc(Br)ccc(=O)c2O)cc1` gave HTRA1 inhibitor 61.0*.
`CCOC(=O)c1cc2c(=O)n3cccc(C)c3nc2n(Cc2ccco2)c1=NC(=O)c1ccc(C)cc1` gave HTRA1 inhibitor 5.0.
`COC(=O)C1=C(C)N(Cc2ccccc2)C(=NCc2ccccc2)N[C@H]1c1cccc(C(F)(F)F)c1` gave HTRA1 inhibitor -25.5.
Screening Cc1cc(C)cc(SCc2noc(C(=O)NC(C)C)c2C(=O)NC(C)C)c1 returned HTRA1 inhibitor -8.2.
For C#CCOCCOCCOCCNc1nc(N2CCN(C(=O)CCCCCCCCCCNC(=O)[C@@H](CCC(=O)O)n3cc(CCCCCN)nn3)CC2)nc(N2CCN(C(=O)CCCCCCCCCCNC(=O)[C@H](CO)n3cc(CCCSC)nn3)CC2)n1 the results were HTRA1 inhibitor -46.5.
For CC(=O)c1ccc(NC(=O)CCC(=O)OCC(=O)c2cccc([N+](=O)[O-])c2)cc1 the results were HTRA1 inhibitor -3.8.
`CC1(c2ccccc2)CC(c2ccccc2)=Nc2ccccc2N1` (stereo unspecified) gave HTRA1 inhibitor 2.3.
COc1ccc2c(-c3ccc(OCCN4CCCCC4)cc3)c(-c3ccccc3OC)sc2c1 was read as HTRA1 inhibitor -13.2.
Screening Cc1ccc2nc(-c3ccncc3)cc(C(=O)N3CCOCC3)c2c1 returned HTRA1 inhibitor -3.3.
`CCOc1ccc(C2=C(C=Nc3c(C)n(C)n(-c4ccccc4)c3=O)C(c3ccc(F)cc3)c3ccccc3O2)cc1` (stereo unspecified) gave HTRA1 inhibitor -5.3.
For O=C(Nc1ccccc1C(=O)O)c1cc(S(=O)(=O)N2CCCCC2)cs1 the results were HTRA1 inhibitor -12.6.
For CCOC(=O)c1ccc2cccc(C)n2c1=O the results were HTRA1 inhibitor -0.8.
`CCn1c(SCC(=O)Nc2oc(C)c3c(C)n[nH]c(=O)c23)nc2sc(C)c(C)c2c1=O` gave HTRA1 inhibitor -4.3.
For CCN1CCN(CCCNC(=O)c2ccc(/C=C3/Oc4ccccc4N(Cc4cccc(C)c4)C3=O)cc2)CC1 the results were HTRA1 inhibitor -16.8.
Screening O=C(O)/C=C/c1ccccc1Oc1ccccc1 returned HTRA1 inhibitor 2.0.
CCOc1ccc(/C=C/[N+](=O)[O-])c2ccccc12 was read as HTRA1 inhibitor -14.7.
For CC(=O)Nc1ccc(S(=O)(=O)N2CCC(c3nnc(-c4ccc(C)cc4)o3)CC2)cc1 the results were HTRA1 inhibitor -7.9.
`CC1=CC(c2ccc(Cl)cc2)n2nc(N3C(=O)CCC3=O)nc2N1` (stereo unspecified) gave HTRA1 inhibitor 6.2.
`O=C1CNC(=S)N1Cc1ccc(F)cc1` gave HTRA1 inhibitor 4.7.
Screening O=C1c2ccccc2C(=O)c2c1cccc2N1CCN(Cc2ccccc2)CC1 returned HTRA1 inhibitor 62.0*.
Screening COc1ccc(C)cc1NC(=O)C(c1ccccc1)N1CCNC(=O)C1 (stereo unspecified) returned HTRA1 inhibitor -2.8.
COc1ccc(S(=O)(=O)CC(=O)c2cc3cccc(C)c3oc2=O)cc1 was read as HTRA1 inhibitor -1.6.
Screening c1coc(C2=NC(c3ccco3)C(c3ccco3)N2)c1 (stereo unspecified) returned HTRA1 inhibitor 2.6.
Screening C[C@]12c3[nH]c4cc(-c5ccco5)ccc4c3CCN1C(=O)[C@@H](CC(=O)NCCC1=CCCCC1)C[C@@H]2C(=O)N1CCOCC1 returned HTRA1 inhibitor -1.7.
For CC1=C(C(=O)Nc2ccccc2)C(c2ccco2)C(C#N)=C(SCC(=O)OC(C)C)N1 (stereo unspecified) the results were HTRA1 inhibitor -24.1.
`COc1ccc(CNC(=O)c2sc(=S)n(-c3ccc(OC)cc3)c2N)cc1` gave HTRA1 inhibitor -3.7.
C[n+]1ccc(C(=O)NCc2ccccc2)cc1 was read as HTRA1 inhibitor 7.4.
For CC/C(=N\Nc1ccc([N+](=O)[O-])cc1)c1ccccc1 the results were HTRA1 inhibitor -8.1.
Screening N#CCc1ccc(NC(=O)/C=C/c2ccc([N+](=O)[O-])o2)cc1 returned HTRA1 inhibitor -1.0.
Screening NS(=O)(=O)c1ccc(NC(=S)N2CCN(C(=O)C3CCCO3)CC2)cc1 (stereo unspecified) returned HTRA1 inhibitor -2.5.
For CC(C)c1nc(SCc2c(F)cccc2Cl)c2c(=O)n(C)c(=O)n(C)c2n1 the results were HTRA1 inhibitor 8.4.
For CCOc1ccc(-c2nc(C#N)c(NC3CC3)o2)cc1 the results were HTRA1 inhibitor 0.1.
Screening O=C(CSC(=S)N1CCOCC1)c1cc2ccccc2oc1=O returned HTRA1 inhibitor 6.2.
COc1ccc(OCC(=O)NC(=S)Nc2ccc(N3CCOCC3)c(Cl)c2)cc1 was read as HTRA1 inhibitor -19.5.
For Cc1ccc(/C=C2/Sc3ccccc3N(CC(=O)NCC3CCCO3)C2=O)cc1 (stereo unspecified) the results were HTRA1 inhibitor -14.9.
COc1ccc(C2(C(=O)N3CCC(n4nc(-c5ccccc5)oc4=O)CC3)CC2)cc1 was read as HTRA1 inhibitor 1.3.
For COc1cc(/C=C(\C#N)c2nc3ccccc3s2)ccc1OCC(=O)Nc1ccccc1 the results were HTRA1 inhibitor -16.4.
`O=C(Nc1nc2c(Br)cccc2s1)C1CC1` gave HTRA1 inhibitor 0.7.
CC1(C)CC(=O)C(C=Nc2ccccc2Sc2ccccc2)=C(O)C1 was read as HTRA1 inhibitor -18.7.
For CN1C(=O)NC(c2cccc(O)c2)C(C(=O)c2cccs2)C1(O)C(F)(F)F (stereo unspecified) the results were HTRA1 inhibitor -1.7.

5 records drawn at random from the list so far:
Screening c1coc(C2=NC(c3ccco3)C(c3ccco3)N2)c1 (stereo unspecified) returned HTRA1 inhibitor 2.6.
`CC1(c2ccccc2)CC(c2ccccc2)=Nc2ccccc2N1` (stereo unspecified) gave HTRA1 inhibitor 2.3.
Screening COc1ccc(C)cc1NC(=O)C(c1ccccc1)N1CCNC(=O)C1 (stereo unspecified) returned HTRA1 inhibitor -2.8.
`COc1cc(C2C=C(c3cccs3)Nc3ncnn32)cc(OC)c1OC` (stereo unspecified) gave HTRA1 inhibitor -0.8.
`CCOC(=O)c1cc2c(=O)n3cccc(C)c3nc2n(Cc2ccco2)c1=NC(=O)c1ccc(C)cc1` gave HTRA1 inhibitor 5.0.

Next section.
O=C(c1cc2cc3ccc(Cl)cc3nc2o1)N1CCCCCC1 was read as HTRA1 inhibitor -7.0.
For Cc1ccc(NC(=O)c2ccc(NS(=O)(=O)c3cccc4cccnc34)cc2)cc1 the results were HTRA1 inhibitor -43.8.
`Cc1cc2oc(=O)cc(CSc3nnc(C)n3N)c2cc1C(C)C` gave HTRA1 inhibitor 0.7.
Screening Cc1ccc(-n2ncc(Br)c(Br)c2=O)cc1 returned HTRA1 inhibitor -5.0.
Screening Cc1ccc(Cl)cc1NC(=S)N1CCCCCC1 returned HTRA1 inhibitor -3.0.
CCOc1ccccc1-c1c2cc(O)c(=O)cc-2oc2cc(O)c(O)cc12 was read as HTRA1 inhibitor 85.1*.
CCOC(=O)C1CCN(C(=O)Nc2ccc3nc(-c4ccco4)c(-c4ccco4)nc3c2)CC1 was read as HTRA1 inhibitor 44.8*.
`O=C(COc1cccnc1[N+](=O)[O-])Nc1cccc2ccccc12` gave HTRA1 inhibitor -2.0.
For CCOC(=O)N1CCC(n2c(SCC(=O)NCc3ccco3)nc3ccsc3c2=O)CC1 the results were HTRA1 inhibitor 4.4.
`Cc1ccc2c(=O)cc(C(=O)NCCc3ccc(S(N)(=O)=O)cc3)oc2c1` gave HTRA1 inhibitor -6.2.
For CCCCN(CC)S(=O)(=O)c1ccc(C(=O)Nc2nnc(COC)o2)cc1 the results were HTRA1 inhibitor 0.8.
`CCOC(=O)c1c(/N=C/c2cccc(C)c2O)sc2c1CCN(C)C2` gave HTRA1 inhibitor 0.4.
Screening O=C(CN1CCN(S(=O)(=O)c2ccc(Cl)cc2)CC1)Nc1ccc(F)cc1F returned HTRA1 inhibitor -2.2.
`COc1ccc(C2NC3=C(CCC3)C3(C#N)C(OC)(OC)N=C(N)C23C#N)cc1` (stereo unspecified) gave HTRA1 inhibitor 6.8.
Screening Cc1ccc(NC(=O)COC(=O)CC2CCCC2)cc1Cl returned HTRA1 inhibitor -16.6.

Bioassay records as filed in PubChem.
